From PubChem BioAssay
D2 PAM – HTS Assay for Positive Allosteric Modulators of the Human D2 Dopamine Receptor: Primary Screen for Potentiators; D(2) dopamine receptor (Homo sapiens), P14416; HEK293 T-REx D2, calcium flux, EC20 dopamine potentiation; potentiation, % at 10 µM; 340,000 tested, 0.34% active;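 active = potentiation over 3 SD above the plate norm, cut at about 30% in these data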; also: 0% is about no effect
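Tetracycline-induced HEK293 T-REx cells force-coupled to calcium signalling expressed D2; compounds were pin-added after a 10 s baseline, read kinetically 180 s, then an EC20 dopamine challenge followed with a further 180 s calcium read.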
D1 potentiator – Potentiators of Human D1 Dopamine Receptor: qHTS | HEK293 TREx D1 cells, calcium flux, dopamine EC20 potentiation | potentiation, % at 10 µM | 360,000 tested, 0.036% active; in the data active = potentiation above about 30%; also: 0% is about no effect
RXFP1 agonist – qHTS Assay for Agonists of the Relaxin Receptor RXFP1. Potency, µM (highest dose often 57.5 µM), for inactives: at the top dose activation, actives largely listed as activators. Relaxin receptor 1 (Homo sapiens), Q9HBX9. 370,000 tested, 0.3% active. HEK293T-RXFP1 cAMP TR-FRET, 30 min; response scale: percent of porcine relaxin response, buffer zero; also: potency is read from the fitted curve at half-maximal effect; % is scaled to controls: 0 for no effect and ±100 for the full control effect; nearly all actives have a fitted effect of over 60% in size; many of its hits are not listed in these tables
Target sequence (Q9HBX9 whole entry, looked up): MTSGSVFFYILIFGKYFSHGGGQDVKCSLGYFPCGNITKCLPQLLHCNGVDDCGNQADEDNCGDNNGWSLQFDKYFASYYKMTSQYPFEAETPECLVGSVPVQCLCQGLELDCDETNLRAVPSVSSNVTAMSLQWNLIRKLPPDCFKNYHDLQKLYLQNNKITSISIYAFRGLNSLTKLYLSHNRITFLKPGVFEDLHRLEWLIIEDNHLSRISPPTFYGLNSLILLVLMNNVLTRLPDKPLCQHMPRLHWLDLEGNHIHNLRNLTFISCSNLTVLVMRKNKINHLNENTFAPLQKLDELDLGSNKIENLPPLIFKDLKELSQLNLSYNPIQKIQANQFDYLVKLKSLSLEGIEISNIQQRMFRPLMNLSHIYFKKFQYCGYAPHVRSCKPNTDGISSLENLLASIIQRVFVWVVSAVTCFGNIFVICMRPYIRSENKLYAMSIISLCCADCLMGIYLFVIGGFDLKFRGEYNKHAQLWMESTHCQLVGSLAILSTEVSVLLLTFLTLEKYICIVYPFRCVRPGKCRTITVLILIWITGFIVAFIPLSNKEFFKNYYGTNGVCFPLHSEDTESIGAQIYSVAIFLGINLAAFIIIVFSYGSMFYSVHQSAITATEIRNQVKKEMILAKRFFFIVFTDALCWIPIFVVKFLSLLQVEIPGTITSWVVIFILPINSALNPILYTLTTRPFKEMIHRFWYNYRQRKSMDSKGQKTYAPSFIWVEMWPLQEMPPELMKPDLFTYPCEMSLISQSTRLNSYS
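HEK293T cells stably expressing RXFP1 were pretreated with the PDE4 inhibitor Ro 20174, exposed to compounds for 30 min at 37C, lysed, and cAMP was read by TR-FRET. Data normalized to buffer (basal) and 29 nM porcine relaxin (100%).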
LDHA inh – qHTS assay for inhibitors of human lactate dehydrogenase. L-lactate dehydrogenase A chain (Homo sapiens), P00338. purified LDHA, NADH/diaphorase-resazurin fluorescence; active compounds read low. activity change, % (values are at about 110 or 230 µM). 480,000 tested, 0.15% active; in the data active = activity change below about -30%; inconclusive = mostly about -25% to -30%;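 also: plate controls were DMSO wells for no effect and wells without enzyme for full effect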
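Enzyme activity of human lactate dehydrogenase 5 (2 nM; 0.06 mM NADH, 0.2 mM pyruvate, 5 min, RT) is measured via a resazurin/diaphorase fluorescence readout of residual NADH.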
Vif-A3G inh – qHTS for Inhibitors of Vif-A3G Interactions: qHTS. HeLa A3G-eYFP + Vif (tagged APOBEC3G with the HIV-1 protein that degrades it), YFP fluorescence, overnight. Potency, µM (highest dose often 46.1 µM), without a hit: at the top dose activity, negative = active, actives largely listed as inhibitors. 410,000 tested, 0.076% active. AID 602310, 2012;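 also: potency is read from the fitted curve at half-maximal effect; % is scaled to controls: 0 for no effect and ±100 for the full control effect; nearly all actives have a fitted effect of over 60% in size; hits raise eYFP signal because A3G escapes Vif-driven loss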
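Read-out is eYFP fluorescence (Ex 488/Em 500-530) from Vif-expressing HeLa A3G-eYFP cells; more signal means A3G escaped Vif-mediated degradation. Cells plated overnight, compound pinned in, incubated overnight at 37 deg C.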
D1 ag – Allosteric Agonists of the Human D1 Dopamine Receptor: qHTS. HEK293 T-REx D1 cells, calcium flux, agonist mode. activation, % at 2 µM. 360,000 tested, 1% active. AID 504660, 2011; in the data active = activation above about 30%; also: 0% is about no effect
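Agonism was scored from calcium flux recorded over 180 s (1 read/s) after pintool compound addition, following a 10-cycle baseline. Cells were inducible force-coupled HEK293 TREx D1, plated overnight at 30 C and loaded with no-wash calcium dye.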
GRP78 ERSR act – qHTS for Inducers of the Endoplasmic Reticulum Stress Response (ERSR) in Human Glioma: qHTS; U87-MG GRP78 promoter luciferase reporter, 16 h; Potency, µM, without a hit: top-dose activation, actives largely listed as activators; AID 602332, 2012; 420,000 tested, 0.02% active; also: potency is read from the fitted curve at half-maximal effect; series mostly up to about 76 µM; % of control where 0% means no effect; nearly all actives have a fitted effect of over 35% in size
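Stably transfected U87-MG human glioma cells carrying a GRP78-based luminescent sensor were seeded at 1000 cells/well, pin-dosed with compounds and incubated 16 h. Luciferase reagent was then added, and end-point luminescence was read after 10 min at room temperature.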
Vif-A3F inh – qHTS for Inhibitors of Vif-A3F Interactions: qHTS; HeLa A3F-eYFP + Vif (tagged APOBEC3F with the HIV-1 protein that degrades it), YFP fluorescence increase; Potency, µM (highest dose often 46.1 µM), inactives show top-dose activity, negative = active; 390,000 tested, 0.2% active; also: potency is read from the fitted curve at half-maximal effect; % of control where 0% means no effect; nearly all actives have a fitted effect of over 65% in size
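HeLa cells stably expressing A3F-eYFP plus Vif, plated and incubated overnight at 37 deg C, then exposed to compounds overnight at 37 deg C. Blocked degradation read as raised yellow fluorescence (Ex 488/Em 500-530).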
D1 antagonist – Antagonist of Human D 1 Dopamine Receptor: qHTS. D(1A) dopamine receptor (Homo sapiens), P21728. HEK293 TREx D1 cells, calcium flux, dopamine EC80; active compounds read low. activity change, negative = inhibition, % at 10 µM. AID 504652, 2011. 360,000 tested, 3.2% active; in the data active = activity change below about -30%; also: % is scaled to controls: 0 for no effect and ±100 for the full control effect
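HEK293 T-REx cells expressing inducible, force-coupled D1 receptor; no-wash Ca dye, 30–90 min RT. Cmpd → 180 s read at 1 Hz → EC80 DA → 180 s read.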
Numbers without * were called inactive; u = inconclusive; x = not tested or not shown. Unless noted, calls follow the shape of the dose curve; as a rule, active = well fitted curve in the direction sought with a large enough effect; inconclusive = small, poorly fitted or top-dose-only effect, or another doubt; inactive = no such curve, though single readings can be large; an effect the other way counts as inactive or inconclusive.

SMILES	D2 PAM	D1 potentiator	RXFP1 agonist	LDHA inh	Vif-A3G inh	D1 ag	GRP78 ERSR act	Vif-A3F inh	D1 antagonist
O=C(COc1ccc2c(c1)OCO2)Nc1nnc(Cc2ccccc2)s1	-8.1	0.0	2.6%	-3.9	1.3%	2.9	-4.5%	1.3%	-6.8
COc1cc(/C=C/C(=O)OCC(=O)NC2CCS(=O)(=O)C2)ccc1OC(F)F (configuration not stated)	-6.0	-1.0	1.7%	-0.5	0.2%	1.4	0.9%	1.5%	-0.5
O=c1c(Br)c(N2CCCCC2)cnn1-c1ccccc1	-5.0	-6.0	1.9%	-12.8	0.1%	-2.0	-4.6%	-0.5%	-5.7
C#CCOCCOCCOCCNc1nc(N2CCOCC2)nc(N2CCN(C(=O)CCCCCCCCCCNC(=O)[C@H]([C@@H](C)CC)n3cc(CCCCN=C(N)N)nn3)CC2)n1	9.0	-4.5	0.0%	-1.0	1.0%	3.0	-5.8%	-4.5%	-4.6
CCOC(=O)c1c(C)n(OCc2ccccc2)c2ccc3c(no[n+]3[O-])c12	13.2	0.4	-0.4%	-6.7	-3.7%	2.0	-2.1%	-11.1%	-2.5
CC(C)c1[nH]nc2c1C1(CCN(Cc3ccccc3)CC1)C(C#N)=C(N)O2	-20.0	-7.9	-0.1%	10.8	-2.6%	2.2	-1.0%	2.2%	4.6
CCCC(=O)Nc1ccc2c(c1)nc1n2CCN(C2CCCCC2)C1	4.2	0.2	5.9%	-4.2	-0.8%	5.7	-0.2%	0.1%	2.6
CCCC(C(=O)NC(C)(C)C)N(CC1CCCO1)C(=O)CNS(=O)(=O)c1ccc(F)cc1 (configuration not stated)	-13.4	-5.8	0.6%	-1.9	4.9%	0.4	-4.1%	-7.2%	1.3
Cc1nnc(SCC(=O)N(C2CCCCC2)C2CCS(=O)(=O)C2)n1C (configuration not stated)	-9.2	-2.4	0.4%	0.6	4.0%	0.8	-4.4%	-1.5%	12.6
Cc1ccc(S(=O)(=O)N(C(=O)c2ccncc2)c2ccc3oc4c(c3c2)CCCC4)cc1[N+](=O)[O-]	16.6	0.1	-0.3%	1.6	-5.3%	2.8	-0.7%	u	-12.4
CC(C)OC(=O)c1cccc(-c2ccc(C=O)o2)c1	-0.4	11.1	0.8%	-10.4	-0.4%	1.0	-2.9%	-1.5%	-1.2
CN1C(=O)N(CC(=O)N2CCN(c3ccccc3F)CC2)C(=O)C12CCCCC2	11.1	4.3	-0.4%	-6.1	0.1%	0.9	-3.8%	0.2%	-0.2
c1cncc(-c2nc3ccccn3c2Nc2ccc3c(c2)OCCO3)c1	21.0	-0.4	0.8%	4.7	-7.1%	0.7	-3.8%	1.5%	-6.4
O=C(CSc1nc2nn(-c3ccccc3)c(=O)c-2c2n1CCCCC2)c1ccc(OC(F)F)cc1	x	x	x	-11.0	-6.9%	x	-4.5%	4.9%	x
COc1cccc(C(=O)c2cn(CC(=O)Nc3cccc(C)c3C)c3nc(C)ccc3c2=O)c1	2.4	-3.5	8.2%	-4.6	-3.6%	3.0	-5.2%	-10.8%	31.3
CCOC(=O)C1CC(=NO)c2ccc(OC)c(OC)c2C1 (configuration not stated)	x	x	x	15.2	0.0%	x	-3.2%	-0.9%	x
O=C(CNC(=S)N(CCCN1CCOCC1)Cc1cccs1)N1CCCCCC1	1.7	3.0	-1.3%	-4.5	0.7%	0.3	-6.0%	1.2%	-1.5
CCOc1cc2sc(N3CCC(C(=O)Nc4ccccc4Cl)CC3)nc2cc1Br	1.7	-2.5	-0.4%	-4.7	0.5%	-0.4	1.3%	2.5%	-12.4
CCSc1nc(-c2ccccc2)c2cc(Cl)ccc2n1	-13.4	-0.8	7.0%	0.3	-2.6%	3.3	-2.6%	2.8%	-7.8
Cc1cc(Cl)nc(NC(=O)Nc2cccc(Cl)c2)n1	-3.2	-8.0	-1.2%	-2.6	1.9%	2.8	-2.4%	9.6%	-13.2
COc1ccc2oc(C(=O)OCC(=O)N3CCCCC3C)c(C)c2c1 (configuration not stated)	x	x	x	-4.5	-0.8%	x	10.6%	-7.8%	x
CCC(C)NC(=O)c1cc(Cl)ccc1OC (configuration not stated)	1.6	-6.0	0.8%	-7.4	0.8%	0.7	-1.3%	0.9%	-3.0
COc1cccc(C(=O)OC(C)C(=O)NCC2CCCCC2)c1 (configuration not stated)	0.2	1.4	-1.3%	-2.2	1.0%	-0.8	3.0%	0.0%	2.7
O=C1CC(NCC2CCCO2)C(=O)N1c1ccc(F)cc1 (configuration not stated)	-6.7	-2.5	0.7%	-18.4	2.8%	-0.4	-0.8%	-0.6%	2.1
CCOc1ccc(/C=C/C(=O)c2c(O)cc(C)oc2=O)cc1	-1.3	-1.1	-1.3%	-0.3	-9.4%	0.1	6.6%	4.4%	3.7
CC1(C)CC(=O)c2c(O)cc(OCC(=O)N3CCN(c4ccccc4)CC3)cc2O1	-4.3	4.9	1.1%	-2.6	1.4%	-1.0	1.0%	-1.6%	-2.7
COC(=O)c1c(C)[nH]c(C)c1-c1ccccc1Cl	-2.9	-2.0	2.2%	-3.3	-5.0%	6.9	-2.7%	-0.1%	3.6
CSCc1ccc(C(=O)N2CCC(N3CCC(C(=O)NC(C)C)CC3)CC2)o1	-1.5	-2.3	-0.2%	-2.5	-1.3%	-1.4	-2.3%	1.0%	-3.8
CCc1nnc(NC(=O)c2cc(=O)c3cc(C)c(C)cc3o2)s1	3.0	-0.6	-0.1%	3.2	-4.9%	-1.2	-1.8%	-6.1%	-0.6
COc1ccc(-c2cc(C(=O)O)sc2C)cc1	x	-1.0	4.8%	-10.2	-1.2%	1.8	1.3%	-1.6%	10.1
CCc1ccccc1NC(=O)CSc1nnc(-c2ccco2)n1N	14.0	0.0	1.5%	-15.8	-0.3%	2.9	-0.1%	-2.4%	-29.6
Cc1cccc(CNC(=O)c2ccc(NC(=O)N3CCSc4ccccc43)cc2)c1	15.7	-3.5	3.7%	1.6	2.3%	5.1	-1.8%	2.8%	14.7
COc1ccccc1/C=C(\C#N)C(=O)Nc1ccc(S(N)(=O)=O)cc1	0.9	-4.2	0.8%	-0.6	-0.5%	0.9	-4.3%	-0.1%	12.0
Cc1ccccc1C(=O)N1CCN(CCNC(=O)C(=O)Nc2ccc(Br)cc2)CC1	-9.7	-1.0	0.0%	-1.4	0.8%	5.0	-4.7%	1.3%	-3.0
O=C(Nc1cc(C(F)(F)F)ccc1N1CCCC1)C1=COCCO1	0.2	-12.8	-0.1%	-8.0	0.9%	3.1	2.4%	-16.0%	-23.7
CCO[C@@H]1OC(C(=O)NCc2ccccc2)=C[C@H](C(C)(C)C)[C@H]1CCCO	11.0	-5.2	2.1%	-0.7	3.3%	1.5	-1.3%	-0.3%	14.0

3 records picked at random from the list so far:
SMILES	D2 PAM	D1 potentiator	RXFP1 agonist	LDHA inh	Vif-A3G inh	D1 ag	GRP78 ERSR act	Vif-A3F inh	D1 antagonist
COC(=O)c1c(C)[nH]c(C)c1-c1ccccc1Cl	-2.9	-2.0	2.2%	-3.3	-5.0%	6.9	-2.7%	-0.1%	3.6
CN1C(=O)N(CC(=O)N2CCN(c3ccccc3F)CC2)C(=O)C12CCCCC2	11.1	4.3	-0.4%	-6.1	0.1%	0.9	-3.8%	0.2%	-0.2
O=C1CC(NCC2CCCO2)C(=O)N1c1ccc(F)cc1 (configuration not stated)	-6.7	-2.5	0.7%	-18.4	2.8%	-0.4	-0.8%	-0.6%	2.1

The results go on.
SMILES	D2 PAM	D1 potentiator	RXFP1 agonist	LDHA inh	Vif-A3G inh	D1 ag	GRP78 ERSR act	Vif-A3F inh	D1 antagonist
O=C(Nc1ccccc1N1CCOCC1)c1ccc(N2CCOCC2)c([N+](=O)[O-])c1	3.9	-7.2	-0.4%	-6.4	-3.4%	0.2	3.5%	4.5%	-5.6
Cn1cnnc1SC1CCCCC1NS(=O)(=O)c1ccc(Cl)cc1 (configuration not stated)	1.8	-3.5	4.0%	-7.0	-0.4%	-0.1	-1.7%	0.2%	24.2
S=C(Nc1ccc(Cl)c(Cl)c1)NC1CCN(Cc2ccccc2)CC1	-28.4	-5.5	-0.2%	-0.7	-9.2%	47.3*	1.4%	x	-43.4*
COc1cc(C(=O)NNC(=S)NCc2ccco2)cc(OC)c1OC	-6.6	1.5	3.1%	-0.1	4.5%	1.2	-2.6%	2.6%	0.8
O=c1c2c(-c3ccccc3)csc2nc2n1CCC2	-0.1	-6.2	3.7%	-1.3	3.9%	1.2	0.9%	-3.5%	-9.9
O=C(c1ccc2c(c1)CCCC2)N1CCN(c2nc3ccc(F)cc3s2)CC1	x	-2.4	2.3%	-0.9	3.6%	-1.8	-2.5%	-6.2%	x
O=C1OC(COc2ccc(Br)cc2)CN1c1ccccc1 (configuration not stated)	2.5	3.2	0.0%	-3.8	-1.3%	0.9	-4.1%	-8.1%	-2.3
O=C(Cc1ccccc1)NCCS(=O)c1ccc(Cl)cc1 (configuration not stated)	-1.5	0.5	0.5%	2.9	0.8%	0.7	-8.1%	-2.2%	-8.5
Cn1nnnc1SCCNCc1ccccc1OCc1ccc(Cl)cc1Cl	-15.0	-2.2	0.1%	-2.0	-14.7%	12.8	-1.9%	-14.0%	-10.0
Nc1ccc(-c2nc3ccc([N+](=O)[O-])cc3[nH]2)cc1	9.8	-4.5	4.6%	-2.9	1.4%	0.9	-6.1%	17.7%	5.1
CCOC(=O)c1ccc(S(=O)(=O)N2CCN(C3CC(=O)N(c4ccccc4C(F)(F)F)C3=O)CC2)cc1 (configuration not stated)	22.8	3.2	2.3%	-4.4	0.4%	2.9	-5.3%	-1.1%	-13.7

Not all compounds are listed. The share of hits here may be higher or lower than overall.
